# Screening results from PubChem BioAssay.
# RAD54 inh: inhibitors of human RAD54 branch migration. RAD54 Holliday junction branch migration, FAM/BHQ fluorescence. hit rate 0.14% among 360,000. inhibition, % at 10.4 µM;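 active = mean normalized replicate activity at least 40 and at least half of replicates scoring 40 or more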;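 also: 0% = median of neutral control wells and 100% = median of positive control wells; inhibitors cause a drop in the FAM fluorescence signal; in these data hits start at about 50%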
# Casp6 inh: caspase-6 (human) enzyme inhibition | hit rate 0.53% among 350,000 | P55212 | inhibition, % at 12.5 µM | purified caspase-6, Z-VEID-R110 cleavage fluorescence;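 active = mean inhibition across replicates at least about 35%, with every replicate also reaching that limit, limit read from the data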;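 also: 0% = median of neutral control wells and 100% = no fluorescence left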
# Target sequence (P55212 24-179 limits assumed): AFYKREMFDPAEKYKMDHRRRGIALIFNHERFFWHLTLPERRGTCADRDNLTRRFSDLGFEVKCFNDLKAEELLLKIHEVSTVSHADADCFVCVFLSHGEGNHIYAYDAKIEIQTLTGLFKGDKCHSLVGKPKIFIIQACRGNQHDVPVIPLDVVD
# Target sequence (P55212 194-293 limits assumed): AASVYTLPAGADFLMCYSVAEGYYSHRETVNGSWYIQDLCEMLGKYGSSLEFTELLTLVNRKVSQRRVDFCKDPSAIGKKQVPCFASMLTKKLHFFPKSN
# esBAF inh: blocks esBAF chromatin remodeling in mouse ES cells; Bmi1-luciferase knock-in reporter, 24 h; 100% = twice the neutral-well signal; reporter increase, % at 12.5 µM; hit rate 2% among 350,000; AID 602393; in the data active = activation above about 40%;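 also: 0% = median of the plate's neutral control wells and 100% = double that signal; a rise in the Bmi1 reporter signal indicates esBAF inhibition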
# ARNT-TACC3 inh: ARNT/TACC3 interaction disruption | Q9Y6A5 | AlphaScreen His-ARNT PAS-B/GST-TACC3 binding, luminescence; TACC3 fragment carries E629A point mutation | inhibition, % at 9.99 µM | hit rate 0.66% among 390,000;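 active = mean inhibition of replicates at least 50% and at least half of replicates each reaching 50%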;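 also: 0% = complete ARNT plus TACC3 wells and 100% = ARNT alone without TACC3; many hits fall short of the cut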
# E-sel inducer: E-selectin induction on HUVECs. HUVEC E-selectin immunofluorescence imaging; normalized: neutral wells 0, TNF-alpha wells 100. AID 686992. hit rate 0.37% among 260,000. activation, % at 7.58 µM. P16581;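 active = mean E-selectin-positive cell signal at least 10% of the positive control, reached in at least 60% of replicates, without over 20% cell loss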;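 also: in these data hits start at about 27%; measured in HUVEC primary endothelial cells; signal is the percent of cells scored E-selectin positive by PE staining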
#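 assay system = HUVEC, human umbilical vein endothelial cells | input = 3,000 HUVEC seeded per well | medium = EGM-2 growth medium on 0.1% gelatin-coated wells | dosing = one compound dose added by pin transfer | signal = immunofluorescence imaging | read-out basis = % PE-positive cells | control set = TNF-alpha, DMSO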
# ERp5 block: ERp5 (human) disulfide isomerase inhibition; hit rate 0.05% among 350,000; inhibition, % at 9.99 µM; Q15084; ERp5 insulin aggregation, absorbance 650 nm, 90 min; AID 651711;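 active = mean replicate inhibition above about 25%, with every replicate also reaching it, limit read from the data, passing the limit was not always enough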
# RAD52 inh: RAD52 (human) annealing inhibition; hit rate 0.46% among 360,000; P43351; inhibition, % at 18.7 µM; AID 651710; recombinant RAD52 DNA annealing, FRET fluorescence;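 active = every replicate showing at least 50% inhibition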
# Target sequence (P43351 whole entry, looked up): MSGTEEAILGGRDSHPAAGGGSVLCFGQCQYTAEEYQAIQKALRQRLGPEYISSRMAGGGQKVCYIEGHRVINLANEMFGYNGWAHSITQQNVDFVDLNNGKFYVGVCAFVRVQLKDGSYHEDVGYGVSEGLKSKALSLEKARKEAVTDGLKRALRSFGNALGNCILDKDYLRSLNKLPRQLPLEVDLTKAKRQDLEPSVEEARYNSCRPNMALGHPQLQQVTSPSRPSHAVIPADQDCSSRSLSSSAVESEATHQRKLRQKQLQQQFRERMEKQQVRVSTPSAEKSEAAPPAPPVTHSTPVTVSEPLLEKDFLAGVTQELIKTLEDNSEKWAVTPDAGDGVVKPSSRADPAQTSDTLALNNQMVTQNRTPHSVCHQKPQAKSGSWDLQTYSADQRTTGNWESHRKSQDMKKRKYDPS
# PglD DTNB: PglD (C. jejuni) enzyme inhibition. purified PglD enzyme, DTNB colorimetric CoA detection. inhibition, % at 12.5 µM. hit rate 0.098% among 360,000; in the data active = inhibition above about 16%, passing the limit was not always enough; also: strong numbers were not always called active
# * = called active by the depositor; nt = no result given; & = joins results of further samples.
SMILES,RAD54 inh,Casp6 inh,esBAF inh,ARNT-TACC3 inh,E-sel inducer,ERp5 block,RAD52 inh,PglD DTNB
O=C(Nc1ccc(S(=O)(=O)N2CCOCC2)cc1)c1nn(-c2ccc(F)cc2)ccc1=O,-3,4,4,3,-0.5,0,0,2
COc1ccc(NC(=O)N(C)C[C@H]2OCCCC[C@H](C)Oc3ccc(N(C)C)cc3C(=O)N([C@H](C)CO)C[C@@H]2C)cc1,1,-2,19,3,0.1,2,-20,-1
CC(C(=O)N1CCc2ccccc21)N1CCN(Cc2ccc(Cl)cc2)CC1 (stereo unspecified),2,-1,-4,3,nt,2,-5,-5
O=C(O)c1ccc2c(c1)C(=O)N(c1cc(C(=O)O)ccc1Br)C2=O,-11,nt,4,-5,nt,nt,nt,1
COc1ccccc1S(=O)(=O)N[C@@H]1CC[C@H](CC(=O)NCc2cccc(F)c2)O[C@@H]1CO,9,2,3,0,-0.7,0,0,7
O=C(N/N=C/c1ccccn1)C(=O)N1CCCCCC1,6,-3,nt,53*,nt,-1,-7,-1
CC1CCCC(C)N1S(=O)(=O)c1ccc(NC(=O)CNC2CCCC2)cc1 (stereo unspecified),-4,-2,0,0,0.1,0,5,13
O=[N+]([O-])c1ccc(-c2c(O)c3ccccc3c3nc4ccccc4nc23)cc1,nt,0,nt,nt,0.5,2,6,nt
C[C@H]1CN([C@@H](C)CO)C(=O)c2cc(C#CCN(C)C)cnc2O[C@H]1CN(C)C(=O)Nc1cccc(F)c1,-23,0,-4,4,0.2,-3,-21,2
Cc1c(NC(=O)c2cn3ccccc3n2)cccc1-n1cnnn1,nt,-4,nt,2,0.6,-3,-6,nt
CCC(=O)Nc1ccc2c(c1)OC[C@H](C)N(C(=O)NC(C)C)C[C@H](C)[C@@H](OC)CN(C)C2=O,nt,-3,nt,nt,-0.1,-4,-5,nt
Cc1ccc(-n2ncc3c(N4CCN(c5ccccc5)CC4)ncnc32)c(C)c1,-7,-2,16,-4,nt,-11,-15,2
C=CCN(c1ccc(C(=O)N2CCCC2)cc1)S(C)(=O)=O,-1,nt,1,-4,nt,nt,nt,1
O=C(Nc1ccc2c(c1)OCCO2)c1ccc(NC(=O)C2CCCO2)cc1 (stereo unspecified),1,nt,-26,-5,nt,nt,nt,3
CO[C@@H]1CN(C)C(=O)c2cc(NS(=O)(=O)c3cccc(Cl)c3)ccc2OC[C@@H](C)NC[C@@H]1C,-4,-2,4,nt,0.1,12,-3,4
c1ccc(CNc2ncnc3sc4c(c23)CCCC4)nc1,nt,3,nt,4,nt,-1,10,nt
Cc1cccc(-c2nn(-c3ccccc3)cc2C(=O)N2CCN(C3CCS(=O)(=O)C3)CC2)c1 (stereo unspecified),11,-3,-1,-5,nt,0,-13,-3
CCOc1ccc(NC(=O)Nc2cccc(C(=O)O)c2)cc1,nt,-2,-80,-4,nt,-2,-1,nt
CCC(=O)N1CC(=O)N2[C@H](CO)[C@@H](c3ccc(C#Cc4cccnc4)cc3)[C@H]2C1,nt,-1,nt,nt,0.7,-1,-9,nt
Cc1ccc(N=C2NC(=O)/C(=C/c3cccnc3)S2)c(C)c1,nt,-1,nt,9,4.5,1,-4,nt
Cc1cn([C@H]2C=C[C@@H](CO)O2)c(=O)[nH]c1=O,7&1,5&-3,-9&-4,-5,1.9,4&0,-14&-7,1&-1
O=[N+]([O-])c1ccc2oc(-c3ccccc3)nc2c1,nt,-4,nt,-5,nt,5,-21,nt
O=C(C[C@H]1CC[C@H]2[C@@H](COC[C@H](O)CN2C(=O)c2ccccn2)O1)NC1CCC1,1,2,-4,7,0.1,-2,-16,2
C[C@@H]1CN([C@H](C)CO)C(=O)c2cc(C#Cc3ccccn3)cnc2O[C@@H]1CN(C)C(=O)CCN1CCCCC1,-3,1,-7,-3,-0.1,7,-25,0
C[C@H](CO)N1C[C@H](C)[C@H](CN(C)Cc2ccc(Cl)c(Cl)c2)Oc2c(NS(=O)(=O)c3cccs3)cccc2C1=O,-18,-4,-9,5,nt,1,-84,1
CCOC(=O)C1(C)CCN1C(=O)c1cccc(OC(F)(F)F)c1 (stereo unspecified),5,1,0,nt,-0.2,1,-9,-1
COc1ccc(Nc2nnc(SC(C(=O)Nc3cc(C)ccc3C)c3ccccc3)s2)cc1 (stereo unspecified),7,1,nt,-1,nt,-3,-2,-5
COc1ccccc1Nc1nc(NCCC(C)C)nc(N)c1[N+](=O)[O-],1,1,nt,nt,nt,3,-22,-4
C[C@@H]1CN([C@@H](C)CO)C(=O)c2c(c3ccccc3n2C)-c2ccccc2CO[C@@H]1CN(C)C(=O)N[C@H](C)c1ccccc1,7,-1,10,-6,-0.2,9,21,-1
Nc1nc(CSc2ncccn2)nc(Nc2ccccc2)n1,-21,nt,39,-24,nt,nt,nt,6
Cc1ccc(NC(=O)COC(=O)Cn2cnc3c2c(=O)n(C)c(=O)n3C)cc1F,3,1,2,-19,nt,-9,2,-4
C=CCN(Cc1ccccc1)C(=O)[C@@H]1N(C(C)(C)C)C(=O)[C@H]2[C@H](C(=O)O)[C@@H]3C=C[C@]12O3,-2,-1,nt,3,nt,1,-8,1
C=CCN1c2ccccc2[C@]23C[C@@H](C(=O)OC)N(C(=O)NCCC)C2=NC(C(=O)OC)=C(C(=O)OC)[C@H]13,3,-2,1,10,13,11,0,3
O=C(Oc1ccccc1OC(=O)N1CCOCC1)N1CCOCC1,3,nt,-2,0,nt,nt,nt,-8
O=C(CSc1ncccc1-c1nc2ccccc2[nH]1)N1CCc2ccccc21,7,-1,nt,-2,nt,3,-7,5
COc1cc(C)nc(OCCNC(=O)COc2ccc(Cl)cc2Cl)n1,-1,nt,0,-16,nt,nt,nt,-5

# A different layout for part of the listing above.
smiles	RAD54 inh	Casp6 inh	esBAF inh	ARNT-TACC3 inh	E-sel inducer	ERp5 block	RAD52 inh	PglD DTNB
Nc1nc(CSc2ncccn2)nc(Nc2ccccc2)n1	-21	nt	39	-24	nt	nt	nt	6
Cc1ccc(NC(=O)COC(=O)Cn2cnc3c2c(=O)n(C)c(=O)n3C)cc1F	3	1	2	-19	nt	-9	2	-4
C=CCN(Cc1ccccc1)C(=O)[C@@H]1N(C(C)(C)C)C(=O)[C@H]2[C@H](C(=O)O)[C@@H]3C=C[C@]12O3	-2	-1	nt	3	nt	1	-8	1

# (further entries)
SMILES,RAD54 inh,Casp6 inh,esBAF inh,ARNT-TACC3 inh,E-sel inducer,ERp5 block,RAD52 inh,PglD DTNB
CO[C@H](CN(C)Cc1ccc2c(c1)OCO2)[C@@H](C)CN(C(=O)Nc1ccc(F)cc1)[C@@H](C)CO,-7,0,-6,8,0.2,0,-27,-3
CC(C)CCNC(=S)NC1CCCC1,-25,nt,-5,-2,nt,nt,nt,1
Cc1onc(-c2c(Cl)cccc2Cl)c1C(=O)c1c[nH]c(C(=O)NC2CC2)c1,-8,nt,-3,2,nt,nt,nt,0
O=C(c1ccco1)N1CCN(Cc2cc(=O)oc3cc(O)ccc23)CC1,-11,11,2,-4,-0.1,7,-15,0
CC(C)CN(CC(C)C)C(=O)c1cc2c(=O)n3ccccc3nc2s1,-9,3,1,-18,0.6,3,-8,-7
COCC(=O)Nc1ccc2c(c1)[C@H]1C[C@H](CC(=O)NCc3ccc(-c4ccccc4)cc3)O[C@@H](CO)[C@H]1O2,-4,-1,-4,-7,-0.2,-4,-3,0
Cc1nc(SCC(=O)NCC2CCCO2)[nH]c(=O)c1C (stereo unspecified),nt,-4,nt,7,nt,-6,-1,nt
O=C(CSc1nnc2ccc(-c3ccncc3)nn12)Nc1ccc(F)cc1,1,-6,-1,0,0.1,-2,4,-4
C[C@@H]1CN([C@@H](C)CO)C(=O)c2cc(NC(=O)c3ccccc3)ccc2O[C@@H](C)CCCCO[C@H]1CN(C)C(=O)c1ccccc1,6,1,nt,0,nt,3,-3,0
O=C(C[C@H]1CC[C@H]2[C@@H](COC[C@H](O)CN2Cc2ccc(Cl)cc2)O1)NCc1ccccc1Cl,12,0,2,11,-0.1,-1,-5,0
CC1(C)OC2OC(C(=O)N/N=C/c3ccccc3F)C3OC(C)(C)OC3C2O1 (stereo unspecified),7,1,-1,-6,nt,-1,-14,-1
C[C@H]1CN([C@@H](C)CO)C(=O)c2cc(NC(=O)Cc3cn(C)c4ccccc34)ccc2O[C@H]1CN(C)S(C)(=O)=O,-3,-2,0,-8,-6.0,5,-2,1
O=C1N/C(=N/N=C/c2ccc(O)cc2)SC1Cc1ccccc1 (stereo unspecified),-1,-4,10,6,nt,1,-14,-3
CC(C)C#Cc1ccc([C@H]2[C@@H](C#N)N(C(=O)c3ccccn3)[C@H]2CO)cc1,-14,0,1,-3,-0.4,1,-31,0
COc1cccc(NC(=O)CN(C)C(C)C(=O)NC(=O)NC2CCCCC2)c1 (stereo unspecified),-2,-35,0,-11,-0.5,1,12,-6
CCOc1ccc(NCc2cccn2-c2nnc(N3CCC(C(=O)NCCCN4C(C)CCCC4C)CC3)s2)cc1 (stereo unspecified),16,-111,7,9,nt,2,64*,-6
O=C(c1cccnc1)N(Cc1ccccc1)C(c1ccccc1)c1nc2ccccc2[nH]1 (stereo unspecified),-5,-14,39,nt,-0.1,-1,-15,-3
Cc1csc(NC(=O)CCn2c(=O)sc3ccccc32)n1,-12,nt,17,6,nt,nt,nt,1
C=CCn1c(-c2cccn(Cc3ccc(Cl)cc3)c2=O)n[nH]c1=S,0,nt,6,2,nt,nt,nt,-6
C#CCOc1ccccc1C(=O)NNc1ccc([N+](=O)[O-])cc1[N+](=O)[O-],nt,0,nt,nt,-0.1,-3,7,nt
Cc1ccc(-c2ccc([C@H]3[C@H](CO)N4C(=O)CN(C(=O)Nc5cccc(F)c5)C[C@@H]34)cc2)cc1,nt,1,nt,nt,-0.3,-11,-5,nt
CCCCNc1nnc(CCn2nc(C)c(Br)c2C)s1,-1,nt,-9,4,1.4,nt,nt,-1
C[C@@H]1CN([C@H](C)CO)C(=O)Cc2cc(NC(=O)Nc3ccc4c(c3)OCO4)ccc2O[C@H]1CN(C)C(=O)Nc1ccc(C(F)(F)F)cc1,7,-4,6,-6,-0.4,4,20,-2
Cn1c(N)c(C(=O)COC(=O)Cc2ccc(Cl)c(Cl)c2)c(=O)n(C)c1=O,-1,3,-2,-4,nt,-4,-19,-4
CCc1ccc(-c2nc(CSCC(=O)N3CCN(c4ncccn4)CC3)c(C)o2)cc1,-5,-1,-43,-8,0.0,2,-1,nt
C[C@@H]1CCCCO[C@@H](CN(C)S(C)(=O)=O)[C@@H](C)CN([C@@H](C)CO)C(=O)c2cc(NC(=O)c3ccccc3)ccc2O1,-1,-1,2,-6,0.1,5,-2,-3
CC(Oc1ccc2c3c(c(=O)oc2c1)CCCC3)C(=O)NCc1cccnc1 (stereo unspecified),1,-3,1,17,nt,-12,-3,-2
COCCN(C(=O)c1ccc(C#N)cc1)c1c(N)n(Cc2ccccc2)c(=O)[nH]c1=O,-23,0,-7,-3,nt,-3,-10,-1
CN(Cc1ccccc1)C(=O)CCNS(=O)(=O)c1ccc2c(c1)oc(=O)n2C,10,nt,7,-22,nt,nt,nt,-5
COc1cc(-c2cc(=O)c3c(O)c(OC)c(OC)c(OC)c3o2)cc(OC)c1OC,-3,-6,10,-12,nt,5,0,-8
CCN(CC)CCNC(=O)Cn1nc(Cc2ccccc2)c2ccccc2c1=O,-3,nt,-2,-5,nt,nt,nt,0
COCC(=O)N1CCC(Oc2ccc(C(=O)N3CCN(C)C[C@@H]3C(C)C)cc2)CC1,-11,1,4,-8,nt,-2,-5,-4
C[C@@H]1CN([C@@H](C)CO)C(=O)c2cc(C#Cc3ccncc3)cnc2O[C@H]1CN(C)S(=O)(=O)c1ccccc1F,0,0,-2,-5,nt,-3,-17,-3
O=C(C[C@@H]1CC[C@@H](NC(=O)c2ccccn2)[C@@H](CO)O1)NCc1cc(F)cc(F)c1,-12,-1,0,-7,0.1,0,6,13
O=C(c1ccc(Br)cc1)N1CCN(c2ccccn2)CC1,10,0,-12,nt,0.2,2,11,-5
